Source: PubChem BioAssay (National Center for Advancing Translational Sciences (NCATS))
HttQ103 aggreg – mutant huntingtin aggregation inhibition; PC12 HttQ103-GFP aggregates, Acumen cytometry, 40 h; Potency, µM (doses to about 46.1 µM), without a hit: top-dose activity change, negative = inhibition, actives largely listed as inhibitors; actives 1.1% (n = 220,000); also: % is scaled to controls: 0 for no effect and ±100 for the full control effect; nearly all actives have a fitted effect of over 60% in size
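Ecdysone-promoter PC12 model expressing HTT exon 1 Q103 fused to GFP, induced by tebufenozide at 100 nM final. Compounds titrated; aggregates sized 1–25 µm scored on a 488 nm laser cytometer.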
aGlu spleen mod – inhibits or activates alpha-glucosidase in human spleen homogenate; P10253; human spleen homogenate, 4-MU-alpha-glucoside fluorescence; Potency, µM (titrated, usually from 79.9 µM), inactives show at the highest dose activity change, negative = inhibition, most hits filed as inhibitors; actives 0.006% (n = 240,000);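 also: 0% = enzyme with vehicle and -100% = no enzyme basal signal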
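Human spleen homogenate (1 ug) incubated with compounds and 1 mM 4-methylumbelliferyl-alpha-D-glucopyranoside in pH 5.0 citrate/phosphate buffer, 37 C, 40 min. Stopped at pH 10; 4-MU fluorescence (Ex 365/Em 440 nm); AC50 by Hill fit.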
GoLoco inh red – blocks human Gai1 binding to RGS12 GoLoco peptide, red readout; P63096; Gai1:RGS12 GoLoco peptide FP, rhodamine, 10 min; Potency, µM (series often up to 61.6 µM), for inactives: top-dose activity, negative = inhibition, usual class: inhibitors; actives 0.44% (n = 230,000); AID 880; active = well fitted inhibition curve with a large enough effect, not every such curve was filed as active; inactive = no such curve, though single readings can be large or run the other way; also: % is scaled to controls: 0 for no effect and ±100 for the full control effect; nearly all actives have a fitted effect of over 30% in size; many of its hits are not listed in these tables
Target sequence (P63096 whole entry, looked up): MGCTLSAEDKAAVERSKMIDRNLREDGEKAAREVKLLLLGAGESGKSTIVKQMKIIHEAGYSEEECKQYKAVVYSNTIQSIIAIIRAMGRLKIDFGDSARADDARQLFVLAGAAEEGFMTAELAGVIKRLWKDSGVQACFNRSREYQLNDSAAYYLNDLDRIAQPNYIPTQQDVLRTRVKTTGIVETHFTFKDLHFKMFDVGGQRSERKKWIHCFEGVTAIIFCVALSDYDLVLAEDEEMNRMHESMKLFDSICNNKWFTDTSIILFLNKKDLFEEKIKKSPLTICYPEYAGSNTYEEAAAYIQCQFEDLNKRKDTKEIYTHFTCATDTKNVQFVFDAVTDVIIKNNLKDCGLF
GAA glycogen – inhibitors or activators of human alpha-glucosidase glycogen cleavage; P10253; recombinant GAA, glycogen substrate, Amplex Red glucose oxidase fluorescence; Potency, µM (series often up to 76.4 µM), for the others: at the top dose activity change, negative = inhibition, hits mostly inhibitors; actives 0.38% (n = 300,000); AID 2100;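 also: 0% = full enzyme reaction and -100% = no-enzyme basal signal; the screen sought inhibitors and activators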
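qHTS, 1536-well; enzyme 4 nM final; cpd up to 77 uM; substrate bovine liver glycogen 30 ug; 50 mM citrate/phosphate pH 5.0, 0.01% Tween-20; 37 C, 40 min; Amplex Red detection 45 min RT; Hill fit → AC50.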
IMPase Li cell – cell-permeable IMPase inhibitors with lithium potentiation | actives 0.35% (n = 210,000) | Potency, µM (series often up to 59.4 µM), for inactives: at the top dose activity, negative = IMPase inhibition, actives largely listed as inhibitors | CHO-M1 cells, IP1 TR-FRET (IP-One), carbachol + lithium | AID 1457;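 also: IP1 builds up when IMPase is blocked and the TR-FRET signal falls; plate controls were basal vehicle for no effect and high inhibitor control for full effect; nearly all actives have a fitted effect of over 50% in size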
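Lithium-sensitised IP1 accumulation assay; M1-expressing CHO cells treated 30 min at 37C with compound. Competitive antibody detection by time-resolved FRET followed a 10 min room-temperature lysis step.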
HTT ATP protect – cytoprotection in Huntington HTT-Q103 PC12 cell model | Potency, µM (series often up to 56.4 µM), for inactives: cytoprotection (ATP increase), usual class: activators | AID 1471 | PC12 HTT-Q103 induced, cytoprotection, ATP luminescence, 40 h | actives 0.14% (n = 230,000);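 also: % of control where 0% means no effect; nearly all actives have a fitted effect of over 45% in size; toxic huntingtin expression switched on by the ecdysone agonist tebufenozide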
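Compounds were screened for protection of PC12 cells against cell death after tebufenozide induction (100 nM final) of mutant Huntingtin exon 1 (Q103) fused to GFP.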
GAA inh – inhibitors of human lysosomal alpha-glucosidase | actives 0.005% (n = 200,000) | Potency, µM (series often up to 76.9 µM), without a hit: at the top dose activity change, negative = inhibition, most hits filed as inhibitors | purified human GAA, 4-MU-alpha-glucoside fluorescence | AID 1466;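 also: plate controls were uninhibited enzyme wells for no effect and no-enzyme background for full effect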
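Human enzyme at 4 nM with 400 uM 4-methylumbelliferyl-alpha-D-pyranoside, citrate/phosphate buffer pH 5.0, 0.005% Tween-20, 20 min at room temperature. Compounds up to 77 uM. 4-MU fluorescence (Ex 365/Em 440) read after NaOH/glycine stop; AC50 from Hill fit.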
* hit, by the source's call; ? = inconclusive; / = no result given; & = joins results of further samples; [ ] = another dose, or the depositor's remark. Unless noted, calls follow the shape of the dose curve; as a rule, active = well fitted curve in the direction sought with a large enough effect; inconclusive = small, poorly fitted or top-dose-only effect, or another doubt; inactive = no such curve, though single readings can be large; an effect the other way counts as inactive or inconclusive. Potency is read from the fitted curve at half-maximal effect. These rows are one share of the data; count on the stated rates, not on these rows.

Codes: A = HttQ103 aggreg; B = aGlu spleen mod; C = GoLoco inh red; D = GAA glycogen; E = IMPase Li cell; F = HTT ATP protect; G = GAA inh
O=C(CCS(=O)(=O)c1ccccc1)Nc1ccc2c(c1)OCO2
  A = -2%[9.22 µM]	B = 2%	C = 10%	D = 15%	E = 3%	F = 6%[10 µM]	G = -7%

Cc1ccc(C)c(OCCCC(=O)O)c1
  A = -25%	B = -2%	C = -14%	D = -1%	E = 16%[38.3 µM]	F = -1%[0.074 µM]	G = -3%

O=C(CSc1nc2c(cnn2-c2ccc(F)cc2)c(=O)[nH]1)N1CCCCC1
  A = -8%	B = -7%	C = 15%	D = -7%	E = 10%[38.3 µM]	F = -6%	G = 3%

NC1=NC(=O)C2(COC(c3ccncc3)OC2)S1 (stereo not drawn)
  A = 7%	B = 4%	C = 3%	D = 3%	E = -1%	F = 18%	G = 2%

Cc1sc(NC(=O)Cn2cnnn2)nc1-c1ccc(Cl)cc1
  A = -17%	B = /	C = -57%	D = 0%	E = -15%	F = 3%	G = 3%

Cn1ccnc1Sc1nnnn1-c1ccccc1
  A = -1%	B = 3%	C = 5%	D = 7%	E = -1%[38.3 µM]	F = 2%[1.9 µM]	G = -4%

CCCc1cc(C(=O)OC)c(NC(=O)CCCC(=O)O)s1
  A = -9%[9.22 µM]	B = -3%	C = 5%	D = 14%	E = ?	F = -10%	G = 13%

CCOC(=O)C1=C(CS(=O)(=O)c2ccc(F)c(C)c2)NC(=O)NC1c1ccc(O)c(O)c1 (stereo not drawn)
  A = -6%	B = -7%	C = -11%	D = ?	E = 17%[38.3 µM]	F = -5%	G = 0%

O=C(CSc1nc2cc(Cl)ccc2s1)NCc1ccc2c(c1)OCO2
  A = -3%	B = -7%	C = 4%	D = 9%	E = -1%	F = -41%[10 µM]	G = -1%

CCCCCCOC(=O)c1ccc(N)cc1
  A = 4%[9.22 µM]	B = -10%	C = -4%	D = -1%	E = /	F = 8%[10 µM]	G = /

Cc1nc(-c2cccnc2)sc1C(=O)Nc1ccc(F)cc1F
  A = -22%	B = -4%	C = 10%	D = 6%	E = -2%[38.3 µM]	F = -5%	G = 3%

Cc1onc(-c2c(Cl)cccc2Cl)c1NC(=O)N1CCSCC1
  A = -8%[9.22 µM]	B = -3%	C = 4%	D = 2%	E = /	F = 0%[10 µM]	G = /

OCCC#Cc1ccc(CN2CCN(C3CCCCC3)C(CCO)C2)cc1 (stereo not drawn)
  A = -24%[9.22 µM]	B = -1%	C = 5%	D = 16%	E = 20%	F = 1%[10 µM]	G = 4%

Cc1c(Cc2ccccc2)sc(N)c1C(N)=O
  A = 5%	B = -7%	C = 23%	D = -30%	E = -3%[38.3 µM]	F = -2%	G = -12%

Cc1ccc(S(=O)(=O)N2CCCN(c3nc4cc(C)ccc4cc3C#N)CC2)cc1
  A = -7%	B = 3%	C = 9%	D = -1%	E = -12%	F = 20%[10 µM]	G = -3%

CC(C)C(c1nnnn1Cc1ccco1)N1CCN(c2cccc(Cl)c2)CC1 (stereo not drawn)
  A = ?	B = 8%	C = -2%	D = -2%	E = 2%[38.3 µM]	F = 11%	G = 2%

O=c1c([N+](=O)[O-])cccn1Cc1ccccc1Cl
  A = -2%	B = -19%	C = 7%	D = 4%	E = -5%	F = 15%	G = 1%

O=C1CCc2cc(S(=O)(=O)N3CCN(c4ccccc4F)CC3)ccc2N1
  A = ?	B = -5%	C = 9%	D = -13%[76.3 µM]	E = 25%[38.3 µM]	F = 1%	G = -10%

NNC(=O)c1ccc[n+](CCc2ccccc2)c1
  A = /	B = /	C = 1%[14.2 µM]	D = /	E = 6%	F = 24%[10 µM]	G = /

Cc1ccc(OCc2ccc(C(=O)O)o2)c([N+](=O)[O-])c1
  A = 2%	B = -9%	C = -2%	D = 5%	E = -1%	F = ?	G = 1%

O=C(CC(Nc1ccccc1)c1ccccc1)C1CC1 (stereo not drawn)
  A = -11%[9.22 µM]	B = 3%	C = -4%	D = -3%	E = /	F = 2%[10 µM]	G = -5%

Cc1c(C(=O)NCc2ccc3c(c2)OCO3)oc2ccc(Br)cc12
  A = -15%	B = -3%	C = 8%	D = -4%	E = 27%[38.3 µM]	F = -1%	G = 2%

COc1cccc(CN2CCNC(=O)C2CC(=O)NC2Cc3ccccc3C2)c1 (stereo not drawn)
  A = 13%[9.22 µM]	B = -4%	C = 9%	D = 1%	E = 1%	F = -1%[10 µM]	G = 4%

N#Cc1cc(-c2ccccc2)[nH]c1-c1nccc2ccccc12
  A = -1%[9.22 µM]	B = 5%	C = 8%	D = -1%	E = /	F = 14%[10 µM]	G = /

O=C(CN1CCN(c2ccc([N+](=O)[O-])cc2)CC1)Nc1nccs1
  A = -4%	B = 4%	C = -11%	D = -1%	E = 4%	F = 0%[0.074 µM]	G = 0%

CCn1c(=N)c(S(=O)(=O)c2ccc(F)cc2)cc2c(=O)n3ccccc3nc21
  A = 6%	B = -8%	C = 17%	D = -10%	E = -9%[38.3 µM]	F = 10%[0.074 µM]	G = 0%

CC(C)(C)c1ccc(OCCOc2ccc(C(C)(C)C)cc2NC=O)c(NC=O)c1
  A = -14%[9.22 µM]	B = -4%	C = 1%	D = -5%	E = /	F = 0%[10 µM]	G = -8%

O=C(CN(c1ccc2c(c1)OCCO2)S(=O)(=O)c1ccccc1)N1CCN(Cc2ccccc2)CC1
  A = ?	B = -13%	C = 3%	D = -4%	E = 3%	F = -65%[inhibitor]	G = -5%

C#CCSc1nnc(-c2ccc(OC)cc2)o1
  A = 6%[9.22 µM]	B = -3%	C = 2%	D = -10%	E = 20%[38.3 µM]	F = -36%	G = 3%

Cc1c(C(=O)O)nnn1-c1nonc1N
  A = 9%	B = -2%	C = 1%	D = 2%	E = -12%	F = -15%	G = 2%

O=C(COc1ccccc1-c1ccccc1)Nc1ccc(S(=O)(=O)NCc2ccco2)cc1
  A = -8%	B = 7%	C = 12%	D = -5%	E = 37%[activator][38.3 µM]	F = -36%	G = -10%

COc1ccc(OC(C)C(=O)N2CCC(C)CC2)cc1 (stereo not drawn)
  A = -9%	B = -1%	C = 0%	D = 4%	E = -8%[38.3 µM]	F = 26%	G = -10%

FC(F)(F)c1ccc(C2[C@H]3CN(Cc4cccnc4)[C@H](c4ccccc4)C34CC2(c2cccnc2)C4)cc1 (stereo partly drawn)
  A = -29%[9.22 µM]	B = -5%&1%	C = 8%&0%	D = -9%	E = 17%	F = -88%[inhibitor]	G = /

COc1ccc(C(=O)N2CCC(C(=O)c3c(C)cc(C)cc3C)CC2)cc1
  A = -4%[9.22 µM]	B = 3%	C = 3%	D = 9%	E = /	F = 4%[10 µM]	G = 2%

COc1ccc(-c2csc(-c3cc4ccccc4oc3=N)n2)cc1
  A = -7%	B = 2%	C = 12%	D = -3%	E = -9%	F = 30%[10 µM]	G = 5%

Cc1ccc(-c2c3c(=O)n(C)c(=O)n(C)c3cn2CCCN2CCOCC2)cc1
  A = -5%	B = -3%	C = 4%	D = 2%	E = 2%[38.3 µM]	F = -5%	G = -8%

CCOC(=O)N1CCC(n2c(SCC(=O)NCCC3=CCCCC3)nc3ccccc3c2=O)CC1
  A = ?	B = -4%	C = 5%	D = -5%	E = 19%[38.3 µM]	F = -22%	G = -11%

C/C(=N\NC(=O)COc1ccc(C)cc1C(C)C)c1ccc(-n2ccnc2)cc1
  A = -5%	B = -6%	C = 12%	D = 9%	E = 17%	F = -15%[10 µM]	G = -3%

CC(C)c1ccc(S(=O)(=O)N2CCN(C(=S)NCc3ccco3)CC2)cc1
  A = -14%	B = 1%	C = 186%[activator]	D = -21%	E = -10%	F = -1%[10 µM]	G = 4%

CCNC(=S)N/N=C/c1cccc(C)c1
  A = ?	B = -6%	C = 2%	D = -1%	E = 0%	F = /	G = -4%

Cc1c(-c2ccccc2)[n+](=O)c(-c2ccc(Br)cc2)c(C)n1[O-]
  A = -7%[9.22 µM]	B = -5%	C = 13%	D = 9%	E = /	F = 9%[10 µM]	G = /

CC1CCC(C(C)C)C(OC(=O)CSc2nc(N)cc(=O)[nH]2)C1 (stereo not drawn)
  A = 2%	B = -2%	C = -2%	D = -6%	E = -8%[38.3 µM]	F = -13%	G = 2%

O=C(NCc1cccs1)c1cc2c(s1)CS(=O)(=O)C2
  A = 7%	B = -4%	C = 5%	D = 4%	E = -9%[38.3 µM]	F = -4%	G = -1%

CCSc1ccccc1C(=O)NCc1ccc(S(N)(=O)=O)cc1
  A = -22%	B = -8%	C = -15%	D = -11%	E = 29%[38.3 µM]	F = -6%	G = -1%

O=C1CC(C(=O)Nc2ccccc2C(=O)O)C(c2ccccc2)O1 (stereo not drawn)
  A = 0%	B = 2%	C = 6%	D = 5%	E = 6%[38.3 µM]	F = 0%[10 µM]	G = 5%

Cc1ccc(S(=O)(=O)N(C)C)cc1NC(=O)COC(=O)c1ccc(Cl)cc1
  A = 2%	B = -4%	C = 4%	D = 1%	E = 3%	F = -19%	G = -8%

O=C(Cn1nnc2ccccc21)OCC(=O)c1ccc(F)cc1
  A = -5%[9.22 µM]	B = 8%	C = 5%	D = 2%	E = /	F = 5%[10 µM]	G = ?

Cn1cnc([N+](=O)[O-])c1NCc1ccccc1
  A = 9%[9.22 µM]	B = -5%	C = 16%	D = 6%	E = /	F = 16%[10 µM]	G = /

CCC(C)NC(=O)c1ccccc1NC(=O)c1ccccc1N(C)S(C)(=O)=O (stereo not drawn)
  A = -1%	B = -2%	C = -1%	D = 4%	E = 1%	F = 19%[10 µM]	G = 8%

Looked up above:
`CCn1c(=N)c(S(=O)(=O)c2ccc(F)cc2)cc2c(=O)n3ccccc3nc21` @ GAA glycogen = -10%
`Cc1ccc(S(=O)(=O)N(C)C)cc1NC(=O)COC(=O)c1ccc(Cl)cc1` @ aGlu spleen mod = -4%
`CC1CCC(C(C)C)C(OC(=O)CSc2nc(N)cc(=O)[nH]2)C1` (stereo not drawn) @ GoLoco inh red = -2%

Some entries already given, showing only GAA glycogen and HttQ103 aggreg.
canonical_smiles,GAA glycogen,HttQ103 aggreg
COc1ccc(-c2csc(-c3cc4ccccc4oc3=N)n2)cc1,-3%,-7%
COc1ccc(OC(C)C(=O)N2CCC(C)CC2)cc1 (stereo not drawn),4%,-9%
